Compound activity as filed in PubChem.
EPAC1 antagonist: antagonists of human EPAC1; O95398; Potency, µM (highest dose often 115 µM), inactives show top-dose activity change, negative = inhibition, actives largely listed as inhibitors; 360,000 tested, 0.14% active; EPAC1 GEF assay, Rap1b-BODIPY-GDP exchange fluorescence;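 note: potency is the fitted concentration of half-maximal effect; plate controls were vehicle for no effect and positive control for full effect; nearly all actives have a fitted effect of over 50% in size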
PLK1 PBD block: blocks phosphopeptide binding to human PLK1 polo-box domain; 360,000 tested, 2.8% active; Plk1 PBD binding of FITC phosphopeptide, fluorescence polarization; Potency, µM, inactives show max response, negative = inhibition, hits mostly inhibitors; AID 720504; P53350; note: potency is the fitted concentration of half-maximal effect; series mostly up to about 57 µM; % is set by controls: 0 for no effect and ±100 for the full control effect; nearly all actives have a fitted effect of over 65% in size
Target sequence (P53350 whole entry, looked up, the tested form may be a part): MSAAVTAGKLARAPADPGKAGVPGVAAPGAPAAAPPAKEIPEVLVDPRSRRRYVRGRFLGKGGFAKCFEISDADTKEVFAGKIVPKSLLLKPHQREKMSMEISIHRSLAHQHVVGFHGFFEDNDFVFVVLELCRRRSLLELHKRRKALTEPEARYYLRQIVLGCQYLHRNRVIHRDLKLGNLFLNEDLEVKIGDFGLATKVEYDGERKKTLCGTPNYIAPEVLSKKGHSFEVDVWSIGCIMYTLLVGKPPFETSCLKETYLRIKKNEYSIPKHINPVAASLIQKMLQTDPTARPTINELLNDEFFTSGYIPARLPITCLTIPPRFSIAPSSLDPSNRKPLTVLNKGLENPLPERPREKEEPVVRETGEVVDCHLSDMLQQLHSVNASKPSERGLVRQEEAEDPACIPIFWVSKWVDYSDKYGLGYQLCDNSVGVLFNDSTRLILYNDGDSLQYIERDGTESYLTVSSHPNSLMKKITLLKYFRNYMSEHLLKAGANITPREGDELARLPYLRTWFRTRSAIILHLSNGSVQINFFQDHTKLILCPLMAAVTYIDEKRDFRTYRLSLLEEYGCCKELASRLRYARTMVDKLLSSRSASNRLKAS
WRN helicase inh: WRN helicase (human) inhibition | Q14191 | WRN helicase unwinding, fluorescent forked duplex, kinetic | Potency, µM (highest dose often 114 µM), for inactives: at the top dose activity change, negative = inhibition, actives largely listed as inhibitors | 360,000 tested, 0.46% active | AID 651768; note: potency is the fitted concentration of half-maximal effect; % is set by controls: 0 for no effect and ±100 for the full control effect; nearly all actives have a fitted effect of over 55% in size
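Fluorescence dequenching readout, ex 525 nm/em 598 nm, kinetic mode: forked duplex DNA (100 nM final) with adjacent fluorophore and quencher unwound by WRN (20 nM final) with 2 mM ATP. Compound preincubation 15 min, room temperature.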
EPAC2 antagonist: EPAC2 (human) antagonism | Q8WZA2 | EPAC2 GEF exchange of Rap1B-BODIPY-GDP, fluorescence | Potency, µM (doses to about 114 µM), without a hit: at the top dose activity, negative = inhibition, most hits filed as inhibitors | 360,000 tested, 0.18% active; note: potency is the fitted concentration of half-maximal effect; % is set by controls: 0 for no effect and ±100 for the full control effect; nearly all actives have a fitted effect of over 45% in size; many of its hits are not listed in these tables
CCT chaperon mod: cytosolic chaperonin activity modulation. AID 651819. 360,000 tested, 0.3% active. purified chaperonin ATPase assay, HTRF ADP detection, 30 min. activity change, % (no concentration beside the values), hits read low; in the data active = activity change below about -30%; note: % is set by controls: 0 for no effect and ±100 for the full control effect
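Enzyme 40 or 20 nM (batch-dependent) in Tris pH 7.4/KCl/MgCl2/DTT; cpd 76 uM single point; ATP 10 uM; 30 min 37 °C; Transcreener ADP HTRF detection, 30 min RT; ratio 665/615.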
PI5P4Ka inh: PI5P4K alpha (human) kinase inhibition | P48426 | AID 652105 | PI5P4Kalpha enzyme, ADP-Glo luminescence, 60 min; active compounds read low | 330,000 tested, 1.2% active | max response, %; active = max response of -50% or lower; inconclusive = between -30% and -50%; inactive = -30% or higher; note: value at the top dose of about 77 µM; % is set by controls: 0 for no effect and ±100 for the full control effect
Target sequence (P48426 whole entry, looked up): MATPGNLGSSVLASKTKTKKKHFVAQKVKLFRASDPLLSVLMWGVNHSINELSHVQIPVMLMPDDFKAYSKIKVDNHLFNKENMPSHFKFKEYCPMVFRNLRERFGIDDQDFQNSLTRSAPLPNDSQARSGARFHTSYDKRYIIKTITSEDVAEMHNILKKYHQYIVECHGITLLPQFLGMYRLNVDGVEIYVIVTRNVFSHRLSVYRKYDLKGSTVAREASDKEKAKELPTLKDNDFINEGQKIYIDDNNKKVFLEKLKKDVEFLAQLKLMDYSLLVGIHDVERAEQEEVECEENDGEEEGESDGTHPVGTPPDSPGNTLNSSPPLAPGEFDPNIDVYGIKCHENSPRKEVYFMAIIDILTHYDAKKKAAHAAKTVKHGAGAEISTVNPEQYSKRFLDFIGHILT
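Compounds were pin-transferred onto PI5P4Kalpha and substrate in HEPES pH 7.4 buffer with EGTA, CHAPS and 5% DMSO. ATP (5 microM final) started the reaction, which ran 60 minutes at room temperature before ADP-Glo detection.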
EPAC1 ag: activates human EPAC1 exchange factor. O95398. 360,000 tested, 0.073% active. Potency, µM (highest dose often 154 µM), for inactives: top-dose activation, most hits filed as activators. AID 720707. EPAC1 agonist qHTS, biochemical assay; response scale: 100% = response to 6.5 mM cAMP; note: potency is the fitted concentration of half-maximal effect; nearly all actives have a fitted effect of over 60% in size
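Compounds were pinned as a concentration titration into mixtures of EPAC1 (100 nM), BODIPY-GDP-loaded Rap1B (250 nM) and GDP (50 uM). After 5 min at room temperature, fluorescence was followed for 30 min; activity was scaled to 6.5 mM cAMP.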
Mm-Cpn inhibitor: M. maripaludis TRiC chaperonin inhibition; purified Mm-Cpn ATPase, ADP Transcreener TR-FRET; Potency, µM (doses to about 76.9 µM), without a hit: top-dose activity, negative = inhibition, actives largely listed as inhibitors; 330,000 tested, 0.031% active; AID 504842; note: potency is the fitted concentration of half-maximal effect; % is set by controls: 0 for no effect and ±100 for the full control effect; nearly all actives have a fitted effect of over 80% in size
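Quantitative HTS used 25 nM Mm-CPN and 10 uM ATP in magnesium/KCl Tris buffer, pH 7.4, with 1 mM DTT. Hydrolysis ran 30 min at 37°C; ADP was read by HTRF.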
The depositor's hits bear a star; ? = inconclusive; . = not tested or not shown; & = joins results of further samples; [ ] = remark or other dose. Unless noted, calls come from the whole dose curve; as a rule, active = well fitted curve in the direction sought with a large enough effect; inconclusive = small, poorly fitted or top-dose-only effect, or another doubt; inactive = no such curve, though single readings can be large; an effect the other way counts as inactive or inconclusive. Only part of the results is shown. The share of hits here may be higher or lower than overall.

1	C=CCOc1ccc(C(=O)N(Cc2ccc(N(C)C)cc2)C2CCS(=O)(=O)C2)cc1 (stereo not drawn)
2	COC(=O)c1ccc(NC(=O)Cn2nc(C)cc2C)cc1
3	COc1ccc(C(O)c2ncc(-c3ccc4ccccc4c3)[nH]2)cc1 (stereo not drawn)
4	CC1CCCN(S(=O)(=O)c2cccc(-c3cn4cccnc4n3)c2)C1 (stereo not drawn)
5	CCCCN1C(=O)C(NC(=O)C2CC2)(C(F)(F)F)C2=C1CC(C)(C)CC2=O (stereo not drawn)
6	CCOC(=O)/C(=N/Nc1ccc(Br)cc1)N1CC(C)OC(C)C1 (stereo not drawn)
7	COc1cc(OC)cc(C2=Cc3ccccc3C(CC(C)=O)N2c2ccc(C#CCCO)cc2)c1 (stereo not drawn)
8	CC(SCc1ccccc1)C(=O)Nc1ccccc1 (stereo not drawn)

Screen / compound no.	1	2	3	4	5	6	7	8
CCT chaperon mod	1.9	-2.5	3.4	-0.6	0.7	-2.7	1.7	2.0
PLK1 PBD block	-8%	-8%	1%	-17%	-1%	-21%	0%	-1%
EPAC1 antagonist	-11%	-19%	?	5%	13%	-5%	-5%	23%
WRN helicase inh	13%	-5%	-6%	-1%	-7%	8%	-4%	6%
EPAC2 antagonist	6%	-7%	-14%	6%	9%	-9%	?	2%
EPAC1 ag	-6%	5%	3%	-4%	-7%	10%	-3%	3%
Mm-Cpn inhibitor	-1%	0%	.	-2%	3%	.	.	0%
PI5P4Ka inh	-8	-19	8	3	.	7	14	0

9	Cc1ccc(NC(=O)c2cc(-c3ccc(C)o3)nc3ccccc23)nc1
10	CCCC1=Nc2cc(C(=O)NCc3ccco3)ccc2Sc2ccccc21
11	CCC(=O)NC(=S)Nc1cc(C(=O)O)ccc1OC
12	CCCCN1C=C(C(C)=O)C(=O)CC1
13	Cc1nn(CC#N)c(=O)n1-c1ccc(C(C)C)cc1
14	CC(=O)N(C(C)=O)N1C(=O)/C(=C/c2ccc(Cl)cc2)SC1=S
15	COc1cc(-c2cc(C(=O)Nc3ccc(C)c(S(=O)(=O)N4CCOCC4)c3)c3ccccc3n2)cc(OC)c1OC
16	O=C(O)/C=C/C(=O)Nc1ccc(Cl)c(C(=O)O)c1

Screen / compound no.	9	10	11	12	13	14	15	16
CCT chaperon mod	-2.7	0.2	-1.2	-0.8	0.7	0.7	0.6	3.0
PLK1 PBD block	?	-6%	2%	-1%	-1%	5.3µM*	-2%	6%
EPAC1 antagonist	-14%	-8%	7%	-8%	1%	4%	-10%	3%
WRN helicase inh	?	-4%	2%	-9%	-2%	?	5%	-2%
EPAC2 antagonist	-4%	5%	12%	3%	3%	-30%	8%	11%
EPAC1 ag	19%	11%	2%	6%	1%	-10%	0%	3%
Mm-Cpn inhibitor	-5%	1%	0%	.	4%	2%	-19%	0%
PI5P4Ka inh	.	0	0	-5	-3	-17	1	-21

17	COc1ccc(C2C(C(=O)Nc3cccc(C)n3)CCC(=O)N2c2ccc(OC)cc2)cc1 (stereo not drawn)
18	COc1ccc(OC)c(NC(=O)CN(c2ccc(C(C)C)cc2)S(=O)(=O)c2c(C)noc2C)c1
19	COc1ccc(O)c(C(=O)c2cnn(C(=O)c3ccc(C)cc3)c2)c1
20	O=[N+]([O-])c1ccc(C2Nc3cccc4cccc(c34)N2)cc1
21	COc1ccc(NC(=O)CSc2n[nH]c(-c3ccccc3)n2)cc1S(N)(=O)=O
22	Cn1c(SCc2cc(=O)n3cc(Br)ccc3n2)nnc1C1COc2ccccc2O1 (stereo not drawn)
23	Cn1c(=O)c2c(ncn2CC(O)CNc2ccc(Br)cc2)n(C)c1=O (stereo not drawn)
24	COc1ccc(NC(=O)N(C)C[C@@H]2OCc3cnnn3CCCC(=O)N([C@H](C)CO)C[C@@H]2C)cc1

Screen / compound no.	17	18	19	20	21	22	23	24
CCT chaperon mod	-0.9	-2.7	-1.9	-1.1	-1.0	0.7	1.4	-1.4
PLK1 PBD block	4%	-3%	-8%	-7%	-9%	-13%	-4%	-19%
EPAC1 antagonist	1%	-25%	17%	2%	-33%	-5%	7%	-24%
WRN helicase inh	-3%	-11%	-5%	-18%	-4%	-10%	17%	0%
EPAC2 antagonist	-3%	-16%	-14%	-5%	5%	1%[57.1 µM]	7%	7%
EPAC1 ag	1%	-6%	11%	-1%	10%	0%	-1%	-14%
Mm-Cpn inhibitor	0%	-1%	0%	-3%	1%	-16%	0%	.
PI5P4Ka inh	-4	6	-2	-30	0	?	1	2

25	Cc1cccc(NS(=O)(=O)c2cccc3cccnc23)n1
26	O=C(Nc1ccc(S(=O)(=O)NCc2ccco2)cc1)c1cccc(F)c1
27	CCNC(=S)NNC(=O)c1ccc(S(=O)(=O)NCc2ccco2)cc1
28	Clc1ccccc1NN=Cc1ccccn1
29	COc1ccc(CC(=O)NCCc2ccc(S(N)(=O)=O)cc2)cc1
30	Cn1c(=O)n(C)c2cc(S(=O)(=O)NCCOCCO)ccc21
31	CCN1CCN=C1Nc1ccccc1
32	NC(=O)C1CCN(CC(=O)Nc2nc(-c3ccccc3)cs2)CC1

Screen / compound no.	25	26	27	28	29	30	31	32
CCT chaperon mod	-0.5	1.2	-1.4	1.5	-0.2	-0.2	-0.6	-3.2
PLK1 PBD block	-11%	-7%	?	6%	-4%	-6%	0%	-6%
EPAC1 antagonist	-24%	10%	-14%	19%	6%	5%	5%	-16%
WRN helicase inh	0%	-11%	-13%	11%	4%	-12%	12%	-2%
EPAC2 antagonist	2%	10%	-12%	3%	1%	2%	4%	-3%
EPAC1 ag	-10%	1%	-8%	-15%	8%	4%	-11%	-2%
Mm-Cpn inhibitor	-1%	1%	0%	.	2%	-1%	1%	0%
PI5P4Ka inh	6	-5	2	-8	-2	.	-4	3

33	CCN(Cc1ccccc1)C(=O)CCS(=O)(=O)c1ccc2c(c1)n(C)c(=O)c(=O)n2C
34	Cc1ccc(OCCn2cnc3ccccc3c2=O)c([N+](=O)[O-])c1
35	CCN1C(=NCCOC)N[C@@H](c2cccc(F)c2)C(C(=O)OC)=C1C
36	CCCCc1c(-c2ccccc2OC)ncn1Cc1cccc(-c2ccccc2)c1
37	O=C(COC(=O)c1ccc2ncsc2c1)Nc1ccccc1Cl
38	C=CCC(Nc1ccccc1)C12C=CC(O1)C(C(=O)OC)=C2C(=O)OC (stereo not drawn)
39	C/C(=N\N=C\c1cccc(F)c1)c1nnn(-c2nonc2N)c1C
40	COc1ccccc1NS(=O)(=O)c1ccc(C(=O)N2CCN(c3ccccc3)CC2)cc1

Screen / compound no.	33	34	35	36	37	38	39	40
CCT chaperon mod	-3.4	-2.5	0.3	-2.7	-4.2	0.6	0.1	-2.0
PLK1 PBD block	-11%	-5%	-11%	-17%	3%	?	-9%	-8%
EPAC1 antagonist	-13%	-9%	-10%	-18%	-10%	0%	-2%	-14%
WRN helicase inh	-1%	-5%	2%	-12%	4%	-23%	2%	-3%
EPAC2 antagonist	3%	-3%	4%	?	8%	-3%	22%	-14%
EPAC1 ag	7%	-3%	-1%	-8%	5%	0%	-4%	-1%
Mm-Cpn inhibitor	-1%	0%	1%&0%	.	-3%	2%	2%	-3%
PI5P4Ka inh	-11	-3	2	?	1	12	0	5

41	O=C(c1ccc(N2CCCCS2(=O)=O)cc1)N1CCN(c2ccc(N3CCOCC3)nn2)CC1
42	Cc1ccc(OCC(=O)NN2C(=O)c3ccccc3C2=O)c(C)c1
43	CC(Oc1ccc(Cl)cc1Cl)C(=O)NNC(=O)C(=O)N1CCCC1 (stereo not drawn)
44	COc1ccccc1/C=C/CN1CCC(n2nccc2NC(=O)C2CC2)CC1
45	COC(=O)N(C)C[C@H]1OCc2cn(nn2)CCCC(=O)N([C@@H](C)CO)C[C@@H]1C
46	Cc1ccccc1NC(=O)C(NC1CCCCC1)C(C)C (stereo not drawn)
47	COc1cccc(-c2ccc(NC(=O)C3CCCN(Cc4ccccn4)C3)cc2)c1 (stereo not drawn)
48	CCOC(=O)c1csc(-c2sccc2Br)n1
49	COc1ccccc1OC(C)C(=O)N(Cc1ccco1)C1CCS(=O)(=O)C1 (stereo not drawn)
50	CC(NC(=O)c1ccc(Br)cc1Br)c1ccccc1 (stereo not drawn)
51	N#Cc1c(N)nc(SCc2ccncc2)c(C#N)c1-c1cccs1

Screen / compound no.	41	42	43	44	45	46	47	48	49	50	51
CCT chaperon mod	-0.4	-5.7	0.4	-1.2	0.0	-2.1	-3.7	0.4	-0.9	-1.7	1.5
PLK1 PBD block	-3%	-7%	-20%	1%	-6%	-6%	-1%	3%	-11%	-4%	-2%
EPAC1 antagonist	-5%	-1%	?	-5%	4%	-9%	-7%	13%	-7%	-19%	-7%
WRN helicase inh	1%	-3%	-4%	-7%	-5%	-3%	-1%	2%	-6%	8%[57.1 µM]	-25%
EPAC2 antagonist	8%	-2%	7%	4%	8%	-1%	5%	0%	-7%	2%	-6%
EPAC1 ag	6%	3%	-13%	16%	9%	-6%	5%	-6%	-8%	1%	15%
Mm-Cpn inhibitor	1%	0%	0%	-1%	.	-5%	.	-28%	-1%	1%	-13%
PI5P4Ka inh	0	2	-12	-1	1	-2	2	-2	9	4	.

Laid out differently: three of the compounds above
entry	SMILES	CCT chaperon mod	PLK1 PBD block	EPAC1 antagonist	WRN helicase inh	EPAC2 antagonist	EPAC1 ag	Mm-Cpn inhibitor	PI5P4Ka inh
47	COc1cccc(-c2ccc(NC(=O)C3CCCN(Cc4ccccn4)C3)cc2)c1 (stereo not drawn)	-3.7	-1%	-7%	-1%	5%	5%	.	2
48	CCOC(=O)c1csc(-c2sccc2Br)n1	0.4	3%	13%	2%	0%	-6%	-28%	-2
49	COc1ccccc1OC(C)C(=O)N(Cc1ccco1)C1CCS(=O)(=O)C1 (stereo not drawn)	-0.9	-11%	-7%	-6%	-7%	-8%	-1%	9
